HepG2 tox: counter-screen for TGF-b inhibitors: cytotoxicity in HepG2 cells. AID 588856. hit rate 0.76% among 410,000. HepG2 CAGA-GFP viability, ATP luminescence, 18 h. Potency, µM (doses to about 46.1 µM), inactives show at the highest dose activity change, negative = cytotoxicity, most hits filed as cytotoxic; further: potency means the concentration at half of the fitted maximal effect; some results filed as inactive show a strong effect at the top dose
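HepG2 CAGA-GFP cells (1000/well, DMEM with 1% FBS) received compound, then TGF-beta at 500 pg/mL final, and were incubated 18 hours at 37 degrees C. Viability was read by CellTiter-Glo luminescence. Media-only wells were set as complete cell-killing and DMSO as no toxicity.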
A549 tox: kills or reduces viability of A549 cells in Nrf2 counter-screen; A549 ARE-Fluc cells, CellTiter-Fluor viability, 18-24 h; Potency, µM (doses to about 46 µM), without a hit: at the highest dose activity change, negative = cytotoxicity, usual class: inhibitors; hit rate 0.16% among 390,000; AID 504648; further: potency means the concentration at half of the fitted maximal effect; on the % scale 0 is the no-effect control and ±100 the full control effect
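A549 ARE_Fluc cells in 5% FBS OPTI-MEM were exposed to compounds in concentration-response for 18-24 h at 37 deg C. Viability was read by CellTiter-Fluor fluorescence (Ex 405/Em 525) after 30 min, before the luciferase read.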
Nrf2 inh: Nrf2 pathway inhibition. hit rate 2.1% among 360,000. Potency, µM (top dose mostly 46 µM), without a hit: at the top dose activity change, negative = inhibition, usual class: inhibitors. A549 ARE-Fluc reporter, luciferase luminescence, 18-24 h; further: potency means the concentration at half of the fitted maximal effect; on the % scale 0 is the no-effect control and ±100 the full control effect; nearly all actives have a fitted effect of over 60% in size
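Concentration-response testing used A549 ARE_Fluc cells at 5000 cells/well. Following an 18-24 h compound incubation, viability was read by fluorescence (Ex 405/Em 525) and luciferase output by luminescence.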
TGFb inhibitor: inhibitors of TGF-b signaling. HepG2 CAGA-GFP TGF-b/SMAD3 reporter, GFP fluorescence, 18 h; TGF-beta stimulated, 500 pg/mL final. Potency, µM (top dose mostly 46.1 µM), for inactives: top-dose activity, negative = inhibition, usual class: inhibitors. hit rate 1.2% among 410,000; further: potency means the concentration at half of the fitted maximal effect; on the % scale 0 is the no-effect control and ±100 the full control effect; nearly all actives have a fitted effect of over 65% in size
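Per well, imaged GFP fluorescence of HEPG2 CAGA-GFP cells gives the signal; cells get compound, then TGF-beta (500 pg/mL final), 18 h at 37 degrees C; %Activity versus -TGF-beta and +DMSO controls.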
CCT modulator: cytosolic chaperonin activity modulation. activity change, % (test concentration not listed), hits read low. purified chaperonin ATPase assay, HTRF ADP detection, 30 min. AID 651819. hit rate 0.3% among 360,000; in the data active means activity change below about -30%; further: on the % scale 0 is the no-effect control and ±100 the full control effect
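Nucleotide hydrolysis assay: TRiC at 20–40 nM final (set by batch activity) with 10 uM ATP, 30 min at 37 °C, in presence of 76 uM compound. Detection by competitive ADP HTRF, 30 min ambient.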
S2 tox: reduces viability in counter-screen for ATXN expression inhibitors; S2 cells (HEK-293 line with an ATXN2-luciferase reporter) viability, CellTiter-Fluor protease fluorescence, 24 h; Potency, µM (top dose mostly 56.7 µM), actives largely listed as cytotoxic; hit rate 0.49% among 400,000; further: potency means the concentration at half of the fitted maximal effect; nearly all actives have a fitted effect of over 40% in size
MmCpn inh: M. maripaludis TRiC chaperonin inhibition; hit rate 0.031% among 330,000; Potency, µM (doses to about 76.9 µM), without a hit: at the top dose activity, negative = inhibition, hits mostly inhibitors; purified Mm-Cpn ATPase, ADP Transcreener TR-FRET; further: potency means the concentration at half of the fitted maximal effect; on the % scale 0 is the no-effect control and ±100 the full control effect; nearly all actives have a fitted effect of over 80% in size
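25 nM Mm-CPN + cpd, 10 min 37°C; + 10 uM ATP, 30 min 37°C; buffer 30 mM Tris pH 7.4, 100 mM KCl, 5 mM MgCl2, 1 mM DTT; Transcreener ADP HTRF detection 30 min RT.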
pAkt inh: blocks phosphorylation of Akt | hit rate 0.32% among 360,000 | AID 651550 | activity change, % for hits at 50 µM | Neuro2A IGF-stimulated pAkt S473 HTRF, 20 min; hits give low values; in the data active means activity change below about -80%; inconclusive means mostly about -51% to -80%; further: on the % scale 0 is the no-effect control and ±100 the full control effect
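Single-point screen (50 µM final compound) in Neuro2A cells stimulated 20 min with 6 nM IGF at 37 deg C. After lysis, Ser473-phosphorylated Akt read by HTRF (ex 330 nm, em 615/665 nm) as the 665/615 ratio.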
Nrf2 activator: Nrf2 pathway activation; AREc32 ARE-luciferase reporter (MCF7-derived line), luminescence, 24 h; Potency, µM (highest dose often 46.1 µM), inactives show at the highest dose activation, hits mostly activators; hit rate 0.31% among 410,000; further: potency means the concentration at half of the fitted maximal effect; % of control where 0% means no effect; nearly all actives have a fitted effect of over 65% in size
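Quantitative high-throughput format: AREc32 reporter cells, 1000 per well, received compound by pin transfer and were incubated 24 hr at 37 deg C, 5% CO2, before Steady-Glo luminescence detection.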
* hit, by the source's call; i = inactive; ? = inconclusive; / = not tested or not shown; [ ] = another dose, or the depositor's remark. Unless noted, the call rests on the fitted dose curve; in most records, active means well fitted curve in the direction sought with a large enough effect; inconclusive means small, poorly fitted or top-dose-only effect, or another doubt; inactive means no such curve, though single readings can be large; an effect the other way counts as inactive or inconclusive.

The line under a structure holds: HepG2 tox | A549 tox | Nrf2 inh | TGFb inhibitor | CCT modulator | S2 tox | MmCpn inh | pAkt inh | Nrf2 activator
CCOC(=O)C(NC(C)=O)(Nc1ccc(S(N)(=O)=O)cc1)C(F)(F)F (centres undefined)
→ 3% | -4% | 18% | -1% | 1.3 | i | 1% | i | 0.3%
COCC(=O)N1CCC(Oc2ccc(C(=O)NC(C)c3csc(C)n3)cc2)CC1 (centres undefined)
→ 0% | 10% | ? | 4% | -1.3 | i | 0% | i | -0.2%
CC1(C(=O)NCC2CCCCC2)CCN1CCc1ccccc1 (centres undefined)
→ -46% | / | / | ? | -0.6 | ? | / | i | -0.2%
Cc1ccc(C)c(NC(=S)N2CCC(c3nc4ccccc4s3)CC2)c1
→ -14% | 0% | -10% | ? | -4.4 | i | 1% | / | 0.8%
CCCCn1c(N)c(N2CCOCC2)c(=O)n(CC(=O)NC(C)c2ccccc2)c1=O (centres undefined)
→ -37% | 2% | 0% | -2% | -2.1 | i | 4% | i | 0.4%
CCC(=O)c1cn(CC(=O)Nc2cccc(C)c2)c2ccccc12
→ -24% | 5% | 4% | -7% | -0.5 | i | -6% | i | 0.0%
COc1cc(C(O)P(=O)(OC(C)C)OC(C)C)cc(OC)c1OC (centres undefined)
→ -25% | 2% | 0% | -17% | -2.3 | i | 1% | i | 0.4%
Cc1cc(C)cc(N(CC(=O)NC2CCC(C)CC2)S(=O)(=O)c2c(C)[nH]c(=O)[nH]c2=O)c1 (centres undefined)
→ 3% | 6% | 2% | 8% | -0.9 | i | 0% | i | -0.1%
Cc1cc(C)n(Cc2ccc(NC(=O)c3nn(C)cc3[N+](=O)[O-])cc2)n1
→ -5% | 10%[1.84 µM] | -25% | ? | 2.9 | i | 1% | i | ?
O=C(NC(=S)Nc1ccccc1N1CCCC1)c1ccc(-c2cccc([N+](=O)[O-])c2)o1
→ -13% | -3% | -12% | -5% | -0.4 | i | -2% | i | 18%
CNC1=C([N+](=O)[O-])CC([N+](=O)[O-])=C(N2CCNCC2)N1C
→ 14% | 0% | 18% | 9% | -0.4 | i | 1% | i | -0.6%
Fc1cccc(/C=C2\CCCC3=C2NC(=S)NC3c2cccc(F)c2)c1 (centres undefined)
→ -12% | -5% | ? | 8.9µM* | 1.6 | i | 0% | i | 4.9%
CN(C)S(=O)(=O)c1cccc(NC(=S)N/N=C/C(c2ccccc2)c2ccccc2)c1
→ 7% | 3% | 19% | 4% | -0.5 | i | 0% | i | 2.6%
CC(C)(C)n1cnc2cc(NC(=O)c3ccccc3)ccc21
→ 0% | -5% | ? | -20% | -1.3 | ? | 1% | i | 0.6%
Cc1cccc(NC(=S)NNC(=O)c2cccc([N+](=O)[O-])c2)c1
→ -51% | 1% | ? | 0% | -0.8 | i | 0% | i | 2.8%
Cc1cc2cc(CNC(=O)c3ccc(Br)o3)ccc2[nH]1
→ -2% | 1% | -3% | 6% | -1.7 | i | -4% | i | 0.1%
CCc1cccc(C)c1Nc1c(-c2ccsc2)nc2ncccn12
→ -33% | -1% | 4% | ? | / | / | / | / | 0.5%
O=C(NCc1ccccc1)c1onc(CSc2ccc(F)c(F)c2)c1C(=O)NCc1ccccc1
→ 4% | 2% | 3% | 5% | -0.1 | i | / | i | -0.9%
CCOC(=O)c1ccc(NC(=O)c2csc3c2CCCC3)cc1
→ -43% | -4% | ? | ? | / | / | / | / | 4.6%
CC(C)C(C(=O)O)N1C(=O)/C(=C/C=C/c2ccco2)SC1=S (centres undefined)
→ 1% | ? | -2% | -17% | 1.5 | i | -1% | i | -0.1%
OC(COc1ccc2ccccc2c1Br)Cn1ccnc1 (centres undefined)
→ -3% | -11% | ? | -22% | -4.1 | i | -2% | i | 4.1%
Cn1c(S(=O)(=O)Cc2ccc(Cl)cc2)nc2ccccc21
→ 3% | 2% | 6% | 0% | 1.5 | i | 1% | i | 0.2%
O=C(NCc1cccnc1)c1cc(C(=O)NCc2cccnc2)cc([N+](=O)[O-])c1
→ -10% | / | / | -4% | -0.5 | i | / | i | -0.1%
CC(C)c1c(C(=O)N/N=C/c2ccsc2)nnn1-c1nonc1N
→ -2% | -1% | -1% | -2% | -1.0 | i | 1% | / | 0.9%
S=c1nc(-c2ccccc2Br)[nH][nH]1
→ -11% | 13% | -14% | 5% | -1.2 | i | 4% | i | -0.1%
CCC1CN(C(=O)N2CCC(C(=O)NCCc3ccccc3Cl)CC2)c2cc(C)ccc2O1 (centres undefined)
→ -34% | -1% | ? | 11µM* | / | / | / | / | -4.2%
C=CCNc1oc(Cc2cccc3ccccc23)nc1C#N
→ -37% | 10% | ? | ? | 1.5 | i | 3% | i | 17%
COc1ccccc1CN1CCNC(=O)C1CC(=O)N(C)CC1CCOCC1 (centres undefined)
→ -3% | 1% | -9% | -4% | 2.1 | i | 0% | i | 0.2%
O=C(C[C@H]1C[C@@H]2c3cc(NC(=O)c4ccc5c(c4)OCO5)ccc3O[C@@H]2[C@H](CO)O1)NCc1cc(F)ccc1F
→ -10% | / | / | -3% | 0.0 | ? | / | i | 3.5%
CCOc1ccc(C(=O)Nc2ccc(NC(=O)c3cccs3)cc2)cc1[N+](=O)[O-]
→ -1% | 5% | -4% | -1% | -3.6 | i | 3% | i | 0.7%
COc1cc(C)c(C(C)C)cc1S(=O)(=O)NC1CC(C)(C)NC(C)(C)C1
→ -18% | -12% | 6% | -1% | 1.7 | i | 0% | i | 0.3%
CCCSc1nc2sc3c(c2c(=O)n1Cc1ccccc1)CC(C)(CC)OC3 (centres undefined)
→ -13% | 7% | -8% | 3% | / | / | / | / | 0.0%
Cc1ccc(S(=O)(=O)N(CC(O)CN2CCCC2)c2ccccc2)cc1 (centres undefined)
→ -10% | 2% | 2% | -8% | 0.5 | i | -13% | i | -0.3%
Cc1cc(C)[n+]2[nH]c(N)c(N=Nc3ccccc3)c2n1
→ 13µM* | -14% | -6% | -13% | 0.8 | ? | -4% | i | 6.6%
O=C(O)C1CCN(c2ccc(S(=O)(=O)N3CCCCC3)cc2[N+](=O)[O-])CC1
→ 2% | -14% | 0% | 16% | -6.2 | i | -1% | i | -0.5%
Cc1ccccc1-c1nc(-c2ccc(Br)o2)no1
→ 5% | 0% | ? | 0% | -1.4 | ? | 1% | i | ?
Cc1ccc(NC(=O)C(=Cc2ccc(C(=O)O)cc2)C(=O)Nc2ccc(C)cc2C)c(C)c1
→ 10µM* | ? | ? | 7.1µM* | 0.2 | ? | -11% | i | ?
C=CCn1c(=NC(=O)c2ccc(S(=O)(=O)N3CCCc4ccccc43)cc2)sc2cc(S(N)(=O)=O)ccc21
→ 2% | -3% | 0% | -24% | 1.1 | ? | -5% | i | -0.4%
O=C(CN1CCc2ccccc2C1)Nc1ccc(F)cc1
→ 2% | 2% | -27% | -8% | 1.1 | i | 1% | i | -0.6%
O=C(NCc1ccc(F)cc1)c1ccc2c(c1)nc1n2CCCCC1
→ -13% | -1% | / | -4% | / | / | / | / | 4.4%
Cc1nnc(NC(=O)c2ccc3nccnc3c2)s1
→ 17% | -1% | 2% | 3% | -0.3 | i | 4% | i | 3.4%
Cc1ccc(NS(=O)(=O)c2ccc(C(=O)Nc3nncs3)cc2)cc1
→ 6% | -3% | ? | ? | 1.1 | i | -1% | i | 3.6%
COc1ccc(CCNC2CCC(c3ccccc3)CC2)cc1 (centres undefined)
→ -18% | -5% | ? | 8% | -2.4 | i | 1% | i | 12%
COc1ccc(C(=O)CN2C(=O)NC3(CCCCCC3)C2=O)c(OC)c1
→ -20% | -2% | 17% | -17% | -0.5 | i | 1% | i | -0.4%
CCC1(CC)C(C#N)C(=O)NC(=O)C1C#N (centres undefined)
→ 15% | 2% | 0% | 4% | 1.9 | i | / | i | 0.2%
CSc1ccc(NC(=O)C2(C)CCN2C(=O)c2ccccc2CCc2ccccc2)cc1 (centres undefined)
→ 5% | / | / | 8% | 1.8 | i | / | i | 4.8%
Cc1cccc(C)c1Nc1nnc(SC/C(O)=C(\C#N)c2nc3ccccc3[nH]2)s1
→ -17% | -11% | -22% | 9% | 1.8 | i | -2% | i | 8.1%
COc1ccc(-n2cccc2C=O)cc1OC
→ 1% | 4% | ? | 9% | 0.5 | i | 0% | i | -0.9%
Cc1cccc(OCC(=O)Nc2ccc3c(c2)nc(CCN2CCC(C)CC2)n3C)c1
→ -6% | ? | -24% | 3% | -3.9 | ? | 1% | i | 13%
O=C(Cn1cnc2ccccc2c1=O)N1CCN(Cc2ccc3c(c2)OCO3)CC1
→ 1% | -7% | ? | 11% | -54* | i | -23% | i | 0.4%
Cn1c(=O)n(C)c2cc(S(=O)(=O)Nc3cc(Cl)ccc3O)ccc21
→ 0% | 1% | -25% | -7% | 0.5 | i | 3% | i | 13%
CCOC(=O)c1c(C)[nH]c(C(=O)CN2CCN(CC)CC2)c1C
→ -6% | 0% | -16% | 6% | -0.8 | i | -3% | i | 0.3%
CCS(=O)(=O)CCSc1nc(-c2ccc(Br)cc2)cc(-c2ccccc2)c1C#N
→ -17% | 18% | -5% | -17% | / | i | / | / | 0.4%
O=Cc1coc2ccc3ccccc3c2c1=O
→ -2% | -1% | 9% | ? | -5.2 | i | -8% | i | -0.1%
CCOc1ccc(NC2=C(Cl)C(=O)N(Cc3ccccc3)C2=O)cc1
→ -17% | -1% | ? | 18% | -1.9 | i | 0% | i | ?

Screening results: PubChem, National Center for Advancing Translational Sciences (NCATS)
